# Bioassay records (PubChem BioAssay)
# Redox H2O2 prof – compounds producing H2O2 with reducing agent – biochemical, NIH compound library profiling, artefact control for MLSCN library redox annotation, primary screen | DTT-dependent redox cycling H2O2, phenol red/HRP absorbance; 100% = 100 µM peroxide control, 0% = buffer | activation, % at 10 µM | 0.03% of 200,000 active | AID 878;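 active = activation of at least 50% relative to the plate's high and low controls in the primary single-dose screen; inactive = activation below 50%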;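 note: compound incubated with DTT at 0.8 mM final as the reducing agent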
# FLuc inh counter – Photinus pyralis luciferase inhibition counter-screen. P08659. ATPLite firefly luciferase biochemical luminescence, 10 min. inhibition, % at 10 µM. 1.5% of 200,000 active. AID 1006;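 active = inhibition above about 50% when tested at 10 µM, limit read from the data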
# Target sequence (P08659 whole entry, looked up): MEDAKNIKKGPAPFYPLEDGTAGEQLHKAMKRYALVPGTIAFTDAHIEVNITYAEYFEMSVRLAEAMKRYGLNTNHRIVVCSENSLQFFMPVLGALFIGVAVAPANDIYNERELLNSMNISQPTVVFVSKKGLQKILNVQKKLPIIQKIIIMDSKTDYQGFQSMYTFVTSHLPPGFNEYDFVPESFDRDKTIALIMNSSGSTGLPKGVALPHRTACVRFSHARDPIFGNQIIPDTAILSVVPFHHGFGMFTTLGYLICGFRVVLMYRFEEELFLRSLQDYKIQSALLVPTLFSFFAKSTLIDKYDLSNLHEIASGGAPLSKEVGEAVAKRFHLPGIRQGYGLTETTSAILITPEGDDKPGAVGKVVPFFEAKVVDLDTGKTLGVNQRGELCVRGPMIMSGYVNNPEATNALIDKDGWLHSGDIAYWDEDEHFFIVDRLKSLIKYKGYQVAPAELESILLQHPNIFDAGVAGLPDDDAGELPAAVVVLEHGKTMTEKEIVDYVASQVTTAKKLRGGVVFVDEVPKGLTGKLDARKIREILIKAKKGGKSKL
# FLuc stim CS – affects firefly luciferase, flagging false hits in luciferase stimulation screens; ATPlite luciferase biochemical, luminescence, 10 min; 0 = ATP-free wells, 1 = DMSO control; activation factor at 10 µM; 200,000 tested, under 10 active;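 active = luciferase activation factor, scaled between plate controls, of at least 2 with compound at 10 µM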
#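 Material: Luciferase/luciferin reagent mix; Doses: test compounds dosed from 2 mM stocks in 100% DMSO; Schedule: 10 min incubation after luciferase reagent addition, room temperature; Measured by: luminescence from luciferase reaction; Read-out: luminescence gain marking luciferase activators.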
# APP 5'UTR act – APP 5'UTR luciferase reporter activation; 1% of 190,000 active; activation, % at 2 µM; SH-SY5Y APP 5'UTR luciferase reporter, luminescence; zero percent = DMSO vehicle wells;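 active = activation above a set limit, based on mean plus 3 SD of controls, cut at about 140% in these data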; note: values of inactives mirror those of a sister screen read the other way
# NF-kB neuron act – raises NF-kB expression in human neuronal cells | NF-kB reporter expression; stronger effect = higher value | fold change at 12.5 µM | 1.6% of 190,000 active; in the data active = fold change above about 3.3
# APP 5UTR inh – APP translation inhibition | AID 1285 | inhibition, % at 2 µM | 0.82% of 190,000 active | SH-SY5Y APP 5'UTR-luciferase reporter, luminescence;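 active = inhibition above a set limit, derived from the sample mean plus 3 SD, cut at about 45% in these data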; note: values of inactives mirror those of a sister screen read the other way
# STAT1 act – activators of IFN-gamma induced STAT1 signaling; NIH 3T3 STAT1-luciferase reporter, luminescence; 100% = IFN-gamma alone, no compound; activation (% of control), % at 5.5 µM; 2.6% of 200,000 active; AID 932;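 active = activation above the screen-wide mean activation plus 3 SD, cut at about 130% in these data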;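 note: raw ratio to IFN-gamma control signal so 100% means no change and 0% no light; values of inactives mirror those of a sister screen read the other way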
# G6PDH counter – inhibits Leuconostoc G6PDH, flagging false hits in G6PDH-based assays; Purified L. mesenteroides G6PDH, diaphorase/resazurin coupled fluorescence, 45 min; inhibition, % at 5 µM; 0.12% of 200,000 active; AID 1020; in the data active = inhibition above about 50%
# Hsp70 activator – switches on Hsp70 transcription | HeLa Hsp70 promoter luciferase reporter, luminescence; scaled: vehicle 0, proteasome-inhibitor control 100% | activation, % at 10 µM | 0.04% of 200,000 active;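 active = activation above the mean across all tested compounds plus 3 SD, cutoff set per campaign, cut at about 5.5% in these data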;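 note: 100% = MG132 at 30 µM as the positive control and 0% = DMSO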
# Efa HMGR inh – inhibitors of class II HMG-CoA reductase from Enterococcus faecalis; purified E. faecalis HMGR, NADPH absorbance 340 nm kinetic; inhibition, % at 10 µM; 0.41% of 190,000 active;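 active = inhibition above a set limit, the median over all tested compounds plus 3 SD, cut at about 9.5% in these data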;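 note: enzyme runs in reverse so mevalonate oxidation gives rising NADPH absorbance; 0% = complete reaction with DMSO and 100% = background rate lacking mevalonate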
# Numbers without * were called inactive; · = no result given.
SMILES,Redox H2O2 prof,FLuc inh counter,FLuc stim CS,APP 5'UTR act,NF-kB neuron act,APP 5UTR inh,STAT1 act,G6PDH counter,Hsp70 activator,Efa HMGR inh
Cc1ccc(S(=O)(=O)N2CCN(CC(=O)Nc3ccc4c(c3)CCC4)CC2)cc1C,0.2,-6,1.1,5,0.84,-5,102,-1,-0.3,-7
COCCNc1nc2sc3c(c2c(=O)n1Cc1ccco1)CCCCC3,-0.1,11,0.9,91,1.9,-91,129*,4,0.2,-6
CCOC(=O)C1CCCN(C(=O)C(C)Oc2ccc(Cl)cc2Cl)C1 (configuration not stated),0.8,-8,1.1,8,1.2,-8,92,-9,0.1,-2
Cc1cccc(N2CCN(C3=NC(=O)C(=C4CCCCC4)S3)CC2)c1,1.0,-6,1.1,-9,1,9,99,-1,-0.3,-6
CC(C)CNC(=O)c1cccc(C(=O)NCC(C)C)c1,0.6,-1,1,10,0.78,-10,98,-3,-0.4,-3
O=C(CSc1nnc(CNc2ccc(F)cc2)n1Cc1ccccc1)N1CCOCC1,-1.6,-8,1.1,-1,0.94,1,104,19,-0.3,·
Cc1cc(C)cc(NC(=S)N2CCN(c3ncccn3)CC2)c1,0.3,-8,1.1,14,1.1,-14,98,-1,-0.5,-1
COc1cccc(C(=O)NC2=NCCS2)c1OC,0.2,8,0.9,27,1.2,-27,117,-17,-0.1,-2
CC(=O)Nc1cccc(NC(=O)C2CCCN2C(=O)Nc2ccc(C)cc2)c1 (configuration not stated),0.3,-7,1.1,-11,0.96,12,107,-1,-0.3,4
CC(C)N(C(=O)CN(C#N)c1nc(N(C)C)nc(N(C)C)n1)c1ccccc1,-0.2,-4,1,-3,1.1,3,100,2,-0.3,-5
CC[N+]1=C(C)C(C)(C)c2cc(C)ccc21,-0.3,-10,1.1,-6,0.63,6,70,2,-0.3,1
Cc1ccccc1NC(=S)N(CCCN1CCOCC1)Cc1ccccn1,0.0,-8,1.1,-8,1,8,105,-4,0.2,-6
Cc1ccn2c(CN3CCOCC3)c(-c3ccccc3)nc2c1,-3.2,-2,1,73,2,-73,115,8,-0.1,-2
C=CCOc1ccc(C2C(C#N)=C(N)N(Nc3ccccc3)C3=C2C(=O)CC(C)(C)C3)cc1OC (configuration not stated),-7.5,-10,1.1,5,0.49,-5,97,3,-0.2,3
COC(=O)Cn1c(CCS(=O)(=O)c2ccc(C)c(C)c2)nc2ccccc21,-0.2,0,1,-7,1.4,7,96,-10,-0.1,2
CCN(/N=C/c1ccccc1)c1cc(=O)n(C)c(=O)[nH]1,-0.2,-8,1.1,·,1.2,·,99,3,-0.3,-1
CCOc1ccc(NC(=O)c2ccc3c(SCC(=O)O)c4c(nc3c2)CCCC4)cc1,-1.9,3,1,-15,1.4,15,102,2,0.3,-3
COc1ccc(Nc2cc(Cl)nc(N)n2)cc1,-1.1,-3,1,5,1.4,-6,108,-1,0.3,11*
CCc1ccc(NC(=O)C(C)OC(=O)C2CCC(=O)N2)cc1 (configuration not stated),-1.9,2,1,-17,1.3,17,95,4,-0.1,-5
CCc1cccc(OC2OC(CO)C(O)C(O)C2NC(C)=O)c1 (configuration not stated),-1.0,-5,1,4,1.4,-4,105,-4,-0.1,3
COc1nccnc1NS(=O)(=O)c1ccc(NC(=S)NC(=O)c2ccccc2F)cc1,0.2,-8,1.1,21,0.94,-21,122,10,-0.3,-4
COc1ccc(/C(O)=C2/C(=O)C(=O)N(CCCN(C)C)C2c2ccccc2)cc1Cl (configuration not stated),1.1,-5,1.1,-1,0.5,1,106,18,-0.3,-1
CCCn1nnc(NC(=O)c2sc3ccccc3c2Cl)n1,3.0,18,0.8,60,2,-60,124,0,0.0,-5
COc1cccc(/C=C/C(=O)OCC(=O)Nc2cccc(S(=O)(=O)N3CCCCC3)c2)c1OC,-0.3,-6,1.1,2,1.2,-2,86,-7,0.4,-3
CC(C)c1nnc(-c2ccc(Cl)cc2)c(N(C)C)n1,-3.7,-2,1,13,1.2,-13,99,6,-0.3,-3
SMILES,Redox H2O2 prof,FLuc inh counter,FLuc stim CS,APP 5'UTR act,NF-kB neuron act,APP 5UTR inh,STAT1 act,G6PDH counter,Hsp70 activator,Efa HMGR inh
O=c1oc2ccccc2c2c1ncn2CCN1CCOCC1,1.0,-7,1.1,9,0.91,-9,97,0,-0.1,-2
CC1=C/C(=N\OS(=O)(=O)c2ccccc2)C=CC1=O,-0.3,-4,1,8,1.2,-8,94,41,0.5,0
CC(NS(=O)(=O)c1ccc(CCC(=O)N2CCN(C)CC2)cc1)c1ccccc1 (configuration not stated),2.3,6,0.9,-4,0.98,4,106,-2,-0.4,-3
CCC(NC(C)C)C(O)c1ccc(O)c(O)c1 (configuration not stated),0.8,-8,1.1,18,0.47,-18,105,63*,-0.1,-3
CNS(=O)(=O)c1cnccc1N1CCN(c2cccc(Cl)c2)CC1,-0.1,-6,1.1,23,0.88,-23,106,-6,-0.4,0
COc1ccccc1NC(=O)c1nn(C)cc1Br,2.0,-6,1.1,-1,1.4,1,100,-1,0.8,1
CCN=C(NCC)SC1CC(=O)N(c2ccc(OCC)cc2)C1=O (configuration not stated),0.0,-6,1.1,4,1.1,-4,108,1,-0.2,-2
O=C(Nc1nnc(SCC(=O)N2CCOCC2)s1)c1ccccc1,0.2,92*,0.1,14,1.6,-14,115,1,-0.1,-3
COc1ccc(OC)c(NC(=O)CSc2nnc(CNC(=O)COc3ccc(Cl)cc3)o2)c1,-0.4,2,1,17,0.99,-17,109,13,-0.1,1
CCOC(=O)c1c(C)c(C(=O)NCc2ccco2)c(C)n1Cc1ccccc1,0.4,-2,1,2,1.1,-2,97,4,0.0,-3
O=S(=O)(c1ccc2ccccc2c1)N1CCN(C(=S)Nc2ccc(F)cc2)CC1,-0.4,-11,1.1,-6,1.1,6,105,12,0.2,-1
Cc1ccc2c(Cl)cc(Cl)c(OCc3c(C)noc3C)c2n1,0.7,-5,1.1,10,0.93,-10,95,0,-0.3,1
COc1cccc(C(=O)Nc2ccc(C3CC3(Cl)Cl)cc2)c1 (configuration not stated),-1.7,58*,0.4,94,5.7*,-94,152*,-1,0.6,-5
CC1CCc2c(sc3nc(CN4CCOCC4)nc(N4CCc5ccccc5C4)c23)C1 (configuration not stated),0.4,-14,1.1,7,0.81,-7,105,-9,-0.4,-2
CN1CCN(CC(=O)Nc2cc(N(C)C)nc3ccccc23)CC1,-0.2,0,1,-2,0.89,2,102,11,-0.6,-2
CC(=O)Nc1ccc(-c2csc(NC(=O)C3CCN(S(=O)(=O)c4cccs4)CC3)n2)cc1,-0.2,5,0.9,4,0.43,-4,101,6,-0.3,-5
CCc1cccc(CC)c1NC(=O)CSc1nc2ccc(N3C(=O)C4C5C=CC(C5)C4C3=O)cc2s1 (configuration not stated),0.0,0,1,-6,0.52,6,87,12,-0.4,-1
Cn1c(-c2ccc3c(c2)OCO3)cnc1NCc1ccccc1,1.7,-2,1,7,1.1,-7,111,0,-0.1,-4
CCc1ccccc1NC(=S)NCCSc1ccc(Cl)cc1,-0.2,-6,1.1,17,1.5,-17,104,7,-0.2,-2
Cc1cccnc1NC(=S)Nc1ccc(F)cc1F,0.4,5,1,1,1.7,-1,124,2,-0.1,-5
COC(=O)c1ccccc1NC(=O)CSc1nnc(Cc2ccc(Cl)cc2)o1,0.0,-9,1.1,10,1.1,-10,97,-12,-0.2,0
COc1cccc(N(CC(=O)O)S(=O)(=O)c2ccccc2)c1,1.0,3,1,8,1.2,-8,94,4,-0.3,-4
CC1CCCCC1NC(=O)CN1C(=O)NC(Cc2ccccc2)(Cc2ccccc2)C1=O (configuration not stated),-0.2,-4,1,-30,0.67,30,97,2,-0.2,-3
CCn1c(SCC(=O)NC2CCS(=O)(=O)C2)nnc1-c1ccccc1 (configuration not stated),1.8,-5,1,12,1.2,-12,103,-1,-0.4,2
Cc1occc1C(=O)N1CCN(Cc2ccccc2)CC1,0.0,-3,1,-7,1,7,92,5,-0.2,-6

# 4 entries drawn at random from the list so far:
SMILES,Redox H2O2 prof,FLuc inh counter,FLuc stim CS,APP 5'UTR act,NF-kB neuron act,APP 5UTR inh,STAT1 act,G6PDH counter,Hsp70 activator,Efa HMGR inh
CN1CCN(CC(=O)Nc2cc(N(C)C)nc3ccccc23)CC1,-0.2,0,1,-2,0.89,2,102,11,-0.6,-2
Cc1ccn2c(CN3CCOCC3)c(-c3ccccc3)nc2c1,-3.2,-2,1,73,2,-73,115,8,-0.1,-2
CC1=C/C(=N\OS(=O)(=O)c2ccccc2)C=CC1=O,-0.3,-4,1,8,1.2,-8,94,41,0.5,0
Cc1occc1C(=O)N1CCN(Cc2ccccc2)CC1,0.0,-3,1,-7,1,7,92,5,-0.2,-6

# Other records follow:
SMILES,Redox H2O2 prof,FLuc inh counter,FLuc stim CS,APP 5'UTR act,NF-kB neuron act,APP 5UTR inh,STAT1 act,G6PDH counter,Hsp70 activator,Efa HMGR inh
COCC(=O)OCC(=O)Nc1ccc(Cl)cc1[N+](=O)[O-],-1.6,1,1,15,1.1,-15,99,5,-0.4,-2
C/C(=N\NC(=S)NCc1ccccc1)c1ccc2ccccc2c1,0.2,-5,1.1,20,1.1,-20,111,-4,-0.5,-3
CC(=C/c1ccco1)/C=N/NC(=O)CSc1nnc(SCc2ccc(C)cc2)s1,0.1,34,0.7,-29,1.1,29,108,-19,-0.3,-5
C/C(=N/OC(=O)C1CC12CCC2)c1ccc(Br)cc1 (configuration not stated),-0.6,29,0.7,-6,1.5,6,92,14,-0.5,-1
c1ccc(Cn2c(SCCN3CCOCC3)nnc2-c2cccnc2)cc1,0.8,-4,1,3,1.6,-3,103,1,-0.4,-1
CN(C)c1ccc(/C=N/N=C/c2ccccc2O)cc1,0.5,37,0.6,165*,3.6*,-165,156*,8,-0.3,-1
Cc1ccc(NC(=O)CSc2ncnc3ccccc23)cc1S(=O)(=O)N1CCCCC1,1.5,-4,1,-28,0.55,28,90,0,-0.2,0
Cc1ccc(C(=O)OCC(=O)NCc2ccco2)s1,-0.4,-2,1,-1,1,1,101,4,0.2,-6
C=CCn1c(SCc2c(C)noc2C)nc2sc3c(c2c1=O)CCCC3,1.0,-11,1.1,6,0.96,-6,90,0,0.0,2
O=C(Nc1ccc2nc3ccccc3nc2c1)c1ccccc1,0.2,66*,0.3,198*,3.8*,-198,190*,-45,-0.1,1
COc1ccccc1-n1c(CNC(=O)c2cccs2)n[nH]c1=S,-0.4,-2,1,5,1.4,-5,93,1,-0.4,-4
CCOC(=O)CC(=O)CSc1nc2c(cc1C#N)CCC2,-0.2,15,0.8,-8,1.3,8,101,9,-0.4,-6
O=C(Nc1c(Cl)cc(Cl)cc1C(=O)NCCN1CCOCC1)c1ccc(Cl)cc1Cl,1.9,-6,1.1,7,1.2,-7,108,-1,-0.5,-8
C=CCn1c(SCC(=O)N2CC(=O)Nc3ccccc32)nc2scc(-c3ccccc3)c2c1=O,1.8,-6,1.1,-6,0.36,6,101,10,0.0,3
O=S1(=O)c2cccc3cccc(c23)N1Cc1ccc(-c2nnco2)cc1,2.6,-8,1.1,1,0.75,-1,103,8,-0.3,-6
COC(=O)c1nc(C(=O)OC)c(C(=O)OC)nc1C(=O)OC,-2.0,-4,1,6,1,-6,97,3,0.0,-5
c1ccc(-n2nnnc2Oc2ccc(-n3ccnc3)cc2)cc1,-1.3,-6,1.1,4,1.2,-4,101,3,-0.2,-2
Oc1[nH]c2ccccc2c1C=Nc1ccc2c(c1)OCO2,0.6,36,0.6,141*,4.9*,-141,192*,10,0.3,-5
